mIAP activ = mouse IAP activation; hit rate 0.24% among 330,000; AID 2805; activation factor at 10 µM; muIAP, CDP-Star luminescence, 30 min; hits give high values; 1 = vehicle-only enzyme signal, 0 = enzyme-free wells;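 active = activation factor of at least 2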; also: the source names both 10 and 20 µM as test concentration; values of inactives mirror those of a sister screen read the other way
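Assay system: mouse IAP enzyme / Compound: DMSO-dissolved test compounds / Timing: 30 min, room temperature / Measured by: luminescence from enzymatic CDP-Star hydrolysis / Control set: DMSO-only wells, enzyme-free buffer wells as negative control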
hIAP inh = blocks human intestinal alkaline phosphatase. P09923. purified IAP, CDP-Star luminescence, 30 min. inhibition, % at 10 µM. hit rate 0.12% among 330,000. AID 2544;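 active = inhibition reaching a set limit with compound at 10 µM in the primary screen, cut at about 35% in these data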;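 also: plate controls were DMSO wells with enzyme for no effect and no-enzyme buffer wells for full effect; values of inactives mirror those of a sister screen read the other way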
A3A deaminase = blocks human APOBEC3A ssDNA deamination; P31941; recombinant A3A, FAM/TAMRA ssDNA deamination fluorescence; inhibition, % at 20 µM; hit rate 0.41% among 330,000; AID 493011;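 active = at least 40% inhibition at 20 µM here, with at most 30% in a related deaminase screen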;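 also: plate controls were A3A with DMSO for no effect and wells lacking A3A enzyme for full effect; some results filed as inactive read as strong as hits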
Target sequence (P31941 whole entry, looked up): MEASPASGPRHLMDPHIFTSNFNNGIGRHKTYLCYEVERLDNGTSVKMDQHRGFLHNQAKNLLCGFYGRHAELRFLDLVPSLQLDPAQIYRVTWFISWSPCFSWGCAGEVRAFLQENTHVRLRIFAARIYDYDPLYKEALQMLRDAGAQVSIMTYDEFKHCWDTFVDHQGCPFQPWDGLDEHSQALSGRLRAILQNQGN
SENP1 FRET inh = blocks the human SENP1 SUMO protease catalytic domain; Q9P0U3; recombinant SENP1 catalytic domain, CyPet-SUMO1-YPet FRET cleavage; inhibition, % at 10 µM; hit rate 0.21% among 360,000; AID 624204;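 active = inhibition at least 30% at 10 µM, raw YFP signal under a set limit, fluorescence ratio 0.5 to 1.5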;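 also: 0% = enzyme with DMSO and 100% = no enzyme wells; some results filed as inactive read as strong as hits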
Target sequence (Q9P0U3 419-644 limits assumed): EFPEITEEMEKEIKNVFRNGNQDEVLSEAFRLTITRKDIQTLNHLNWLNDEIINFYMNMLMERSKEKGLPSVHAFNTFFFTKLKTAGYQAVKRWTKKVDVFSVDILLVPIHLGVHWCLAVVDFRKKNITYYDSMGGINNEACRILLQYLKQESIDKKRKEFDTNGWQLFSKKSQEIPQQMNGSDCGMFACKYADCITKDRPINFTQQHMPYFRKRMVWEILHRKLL
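System: Recombinant human SENP1 catalytic domain, His6-tagged | Incubation: Enzyme reaction for 50 min at room temperature, dark | Medium: Tris pH 8 with BME, BSA, NP40 and catalase | Also added: 25 nM SUMO1 FRET substrate | Compound: 10 µM single point, 0.5% DMSO | Measured by: FRET fluorescence in CFP and YFP emission channels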
hIAP activ = human IAP activation; P09923; purified human IAP, CDP-Star luminescence, 30 min; hits give high values; 1 = vehicle-only enzyme, 0 = enzyme-free background; activation factor at 10 µM; hit rate 0.16% among 330,000; AID 2524;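 active = activation factor of the enzyme at least 2-fold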; also: the source names both 10 and 20 µM as test concentration; values of inactives mirror those of a sister screen read the other way
A3G deaminase = blocks human APOBEC3G single-stranded DNA deamination. Q9HC16. recombinant A3G, ssDNA deamination FAM/TAMRA fluorescence. inhibition, % at 20 µM. hit rate 0.28% among 330,000;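 active = inhibition of at least 40% at 20 µM, with no more than 30% in the related APOBEC3A deaminase screen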;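 also: plate controls were DMSO wells with A3G for no effect and wells lacking A3G enzyme for full effect; some compounds called inactive have numbers as strong as hits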
Target sequence (Q9HC16 whole entry, looked up): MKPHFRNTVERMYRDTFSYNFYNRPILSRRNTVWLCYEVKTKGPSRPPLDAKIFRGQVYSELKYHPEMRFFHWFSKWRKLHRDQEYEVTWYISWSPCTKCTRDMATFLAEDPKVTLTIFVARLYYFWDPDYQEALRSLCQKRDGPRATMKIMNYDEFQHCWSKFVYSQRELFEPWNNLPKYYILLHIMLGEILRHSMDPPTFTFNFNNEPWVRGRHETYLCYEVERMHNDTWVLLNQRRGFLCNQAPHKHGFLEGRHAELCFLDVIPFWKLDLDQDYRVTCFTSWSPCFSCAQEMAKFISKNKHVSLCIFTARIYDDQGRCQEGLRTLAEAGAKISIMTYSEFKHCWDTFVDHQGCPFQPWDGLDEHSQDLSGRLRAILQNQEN
beta cell repl = induces beta-cell replication in MIN6 cells; proliferation, % at 10 µM; AID 2380; hit rate 0.29% among 330,000; MIN6 cells proliferation, ATPlite luminescence, 48 h; cells starved in 0.2% serum; 100% = growth in 10% serum;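 active = compounds whose signal lies at least 3.5 SD above the mean of all wells on their plate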;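 also: 0% = DMSO-treated cells in low-serum medium and 100% = 10% serum control; some compounds called inactive have numbers as strong as hits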
mIAP block = mouse IAP inhibition; AID 2806; inhibition, % at 10 µM; purified mouse IAP, CDP-Star luminescence, 30 min; hit rate 0.2% among 330,000;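 active = inhibition of at least 40% at 10 µM in the primary screen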;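 also: plate controls were DMSO with enzyme for no effect and no enzyme wells for full effect; values of inactives mirror those of a sister screen read the other way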
NLRP3 yeast inh = NALP3 inhibition in yeast. Yeast reconstituted NLRP3/ASC/caspase-1, beta-gal luminescence, 24 h. inhibition, % at 10 µM. hit rate 0.39% among 330,000. AID 2825;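 active = inhibition of 50% or more; inactive = inhibition below 50%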;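 also: plate controls were induced DMSO wells for no effect and uninduced yeast grown without galactose for full effect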
Active calls of the source: *; nt = no result given. Not all compounds are listed; count on the stated rates, not on these rows.

The opening nine records as a preview:
SMILES	mIAP activ	hIAP inh	A3A deaminase	SENP1 FRET inh	hIAP activ	A3G deaminase	beta cell repl	mIAP block	NLRP3 yeast inh
CCn1nc(C(=O)OCC(=O)Nc2ncc(Cl)c(C)c2Cl)c2ccccc2c1=O	0.882	10.4	2.0	-0.1	0.896	0.5	-0.3	11.8	-2.4
Cc1ccc(C(C(=O)NC2CCCCC2)N(C(=O)c2csnn2)c2ccccc2F)o1 (stereo not given)	0.976	14.3	-3.1	-0.2	0.857	-8.0	5.0	2.4	19.6
Cc1ccccc1C(=O)NCC(=O)NCC1(N2CCOCC2)CCCCC1	1.14	-18.0	-3.6	-0.1	1.18	-10.5	-3.7	-13.8	-13.2
CC(=O)c1cccc(NC(=O)c2ccc(NS(=O)(=O)c3c(C)noc3C)cc2)c1	0.947	8.9	3.0	1.0	0.911	3.5	1.1	5.3	-12.3
Cc1cc(NC(=O)c2ccno2)no1	0.965	14.8	-3.7	1.3	0.852	-7.5	-2.8	3.5	15.9
CCN(CC)CCNC(=O)C(Oc1ccccc1)Oc1ccccc1	1	-0.7	-1.4	-1.7	1.01	-6.4	1.0	-0.5	4.2
S=c1[nH]nc(-c2cc(-c3ccsc3)n[nH]2)n1-c1ccccc1	1.02	-62.0	1.9	0.6	1.62	20.5	-1.6	-2.1	18.6
CSc1ccccc1NC(=O)c1ccccn1	1.05	-17.4	-3.4	0.2	1.17	-6.1	-2.1	-5.1	3.7
COc1ccc([N+](=O)[O-])cc1N(CC(=O)NC(C(C)C)C(C)C)S(C)(=O)=O	1.03	-4.6	-2.3	-1.2	1.05	-4.9	-2.0	-3.2	-2.7

Main list, previewed entries included:
SMILES	mIAP activ	hIAP inh	A3A deaminase	SENP1 FRET inh	hIAP activ	A3G deaminase	beta cell repl	mIAP block	NLRP3 yeast inh
CCn1nc(C(=O)OCC(=O)Nc2ncc(Cl)c(C)c2Cl)c2ccccc2c1=O	0.882	10.4	2.0	-0.1	0.896	0.5	-0.3	11.8	-2.4
Cc1ccc(C(C(=O)NC2CCCCC2)N(C(=O)c2csnn2)c2ccccc2F)o1 (stereo not given)	0.976	14.3	-3.1	-0.2	0.857	-8.0	5.0	2.4	19.6
Cc1ccccc1C(=O)NCC(=O)NCC1(N2CCOCC2)CCCCC1	1.14	-18.0	-3.6	-0.1	1.18	-10.5	-3.7	-13.8	-13.2
CC(=O)c1cccc(NC(=O)c2ccc(NS(=O)(=O)c3c(C)noc3C)cc2)c1	0.947	8.9	3.0	1.0	0.911	3.5	1.1	5.3	-12.3
Cc1cc(NC(=O)c2ccno2)no1	0.965	14.8	-3.7	1.3	0.852	-7.5	-2.8	3.5	15.9
CCN(CC)CCNC(=O)C(Oc1ccccc1)Oc1ccccc1	1	-0.7	-1.4	-1.7	1.01	-6.4	1.0	-0.5	4.2
S=c1[nH]nc(-c2cc(-c3ccsc3)n[nH]2)n1-c1ccccc1	1.02	-62.0	1.9	0.6	1.62	20.5	-1.6	-2.1	18.6
CSc1ccccc1NC(=O)c1ccccn1	1.05	-17.4	-3.4	0.2	1.17	-6.1	-2.1	-5.1	3.7
COc1ccc([N+](=O)[O-])cc1N(CC(=O)NC(C(C)C)C(C)C)S(C)(=O)=O	1.03	-4.6	-2.3	-1.2	1.05	-4.9	-2.0	-3.2	-2.7
COC(=O)c1coc(-c2ccc(C)cc2)c1C(=O)OC	0.958	-7.3	-2.9	-0.5	1.07	-8.4	-1.7	4.2	13.4
Cc1c(CCC(C)C)c(-n2ccnc2C)n2c(nc3ccccc32)c1C#N	1.07	9.2	-0.6	-20.2	0.908	-0.2	-0.2	-6.6	-2.7
C#CCO[C@@H]1C[C@H](n2cnc3c(NC(=O)c4ccccc4)ncnc32)O[C@@H]1CO	1.11	12.2	-3.2	0.9	0.878	-12.4	1.3	-10.9	3.3
Fc1ccc(CN2CCSCC2)cc1F	0.997	-12.6	-2.0	1.1	1.13	1.3	-0.9	0.3	12.5
COc1ccc(/C=C/C(=O)NC(=S)Nc2ccccc2)cc1OC	1.04	-8.9	-3.0	-0.4	1.09	-7.2	-2.5	-4.3	4.6
CCOC(=O)C1=C(C)NC(=O)NC1c1ccc(OC(=O)c2ccco2)c(OC)c1 (stereo not given)	0.942	14.0	-0.5	-0.3	0.86	-6.4	4.7*	5.8	28.6
Cc1cc(NC(=O)CCC(=O)N(CC(=O)NCC2CCCO2)c2ccc(Cl)c(Cl)c2)no1 (stereo not given)	1.12	-10.1	0.4	1.8	1.1	-2.6	-0.9	-11.8	6.0
Cc1ccc(Cn2c(N3CCN(C)CC3)nc3c2c(=O)[nH]c(=O)n3C)cc1	1.06	0.1	-5.0	-0.4	0.999	-2.5	-2.9	-5.9	16.6
Cc1nc(NC(=O)COC(=O)c2ccc(CO)cc2)c(Cl)cc1Cl	0.905	2.3	-1.2	0.8	0.977	-4.0	-3.1	9.5	9.1
CC(C)(C)C1CCC(=O)C(C2(O)C(=O)Nc3ccccc32)C1 (stereo not given)	1.11	-26.2	-3.9	0.1	1.26	-6.6	-2.6	-10.7	5.5
CCNC(=S)N1CCN(c2ccccc2OCC)CC1	1.13	-9.6	-8.2	0.8	1.1	-4.9	-1.5	-13.4	8.5
Cc1cccc(NC(=S)NC2CC3CCCC(C2)N3Cc2ccco2)c1 (stereo not given)	1.86	-21.1	-1.2	0.2	1.21	-4.1	1.4	-85.8	18.3
COc1ccc(/C=C2\SC(=S)N(NS(=O)(=O)c3ccc(C)cc3)C2=O)c(OC)c1	0.829	16.0	-0.3	-11.6	0.84	-5.2	6.4	17.1	-16.1
COc1ccc(N(CC(=O)Nc2nccs2)S(=O)(=O)c2c(C)[nH]c(=O)[nH]c2=O)cc1	1.1	-7.4	4.1	0.9	1.07	-5.4	-4.5	-10.5	17.5
C/C=C\C(=O)Nc1cccc(C2=NOC3(C2)C[C@@H](C(N)=O)N(C(=O)c2ccc(OC)cc2)C3)c1 (stereo not given in full)	0.977	7.4	1.8	nt	0.926	0.8	6.5	2.3	-1.0
COc1ccc(C2CC(=O)N(C)c3ccccc3S2)cc1 (stereo not given)	0.937	9.0	-2.6	0.4	0.91	-7.5	-3.0	6.3	-25.9
Cc1ccc(NC(=O)Cn2c(CCC(=O)O)ccc2-c2ccc(Cl)cc2)cc1	1.03	13.3	-3.0	-2.4	0.867	-8.9	-2.9	-2.6	3.6
COc1cc(/C=C2/SC(=S)N(CC(=O)O)C2=O)ccc1OC(=O)c1cccs1	0.77	17.9	-0.6	0.1	0.821	-8.4	-4.2	23.0	28.3
Cc1ccc(-c2nnn(CC(=O)N(c3ccccc3)C(C(=O)NCC3CCCO3)c3cccs3)n2)o1 (stereo not given)	0.917	-9.4	1.1	1.7	1.09	-1.6	-3.9	8.3	17.3
CC(C)(C)OC(=O)C[C@@H]1C/C=C\C[C@@H](CC(=O)N[C@@H](CO)Cc2ccccc2)C(=O)NC[C@@H](c2ccccc2)OC1=O	1.05	1.6	1.3	2.4	0.984	-6.0	0.6	-5.4	12.4
CN1CCSc2ccc(C(=O)Nc3ccc(Cl)cc3)cc21	1.07	-22.0	-7.3	-14.4	1.22	-4.1	-0.9	-7.3	-2.2
Cc1ccc(NC(=O)Cn2cccc2)cc1C	1.01	4.6	1.5	1.1	0.954	0.7	0.1	-1.4	12.8
Oc1ccc(Nc2ncnc3ccccc23)cc1	0.997	-12.6	0.3	-3.1	1.13	-2.5	1.6	0.3	14.4
CCc1cc(=O)oc2c3c(cc(OCC(=O)NCCCOC)c12)OC(C)(C)CC3	0.89	10.0	-2.1	2.0	0.9	-7.7	-1.5	11.0	6.6
Cc1ccc(NC(=O)c2ccc3c(SCC(=O)O)c4c(nc3c2)CCCC4)c(Br)c1	1.02	13.1	-1.3	3.4	0.869	-0.7	0.0	-2.4	5.2
CN1/C(=C\C(=S)NC(=O)c2ccc([N+](=O)[O-])cc2)C(C)(C)c2ccccc21	0.606	13.1	-1.1	1.9	0.869	-3.9	-4.8	39.4	22.8
CC(=O)N1c2ccc(S(=O)(=O)NCCc3ccc(Cl)cc3)cc2CC1C (stereo not given)	0.946	3.0	0.3	-2.3	0.97	-2.2	-1.5	5.4	7.7
CCN(Cc1ccccc1)S(=O)(=O)c1ccc(S(=O)(=O)N(Cc2ccccn2)Cc2ccco2)cc1	0.902	16.2	-3.0	0.8	0.838	-8.2	-0.7	9.8	-10.3
Cc1[nH][nH]c(=O)c1C(c1ccc(-c2ccc(Cl)cc2)o1)c1c(C)[nH][nH]c1=O	0.852	15.6	-1.4	-1.9	0.844	11.6	-4.1	14.8	1.0
Clc1cccc(-c2ccc(C3Nc4cccc5cccc(c45)N3)o2)c1	0.742	-8.3	2.6	-1.6	1.08	26.8	-6.3	25.8	6.0
NC(=O)C1(c2ccccc2)CCCN1C(=O)c1ccccc1Br (stereo not given)	0.867	16.8	-1.3	2.6	0.832	-6.8	-0.9	13.3	-0.4
CCOC(=O)Cn1nc(NC(=O)c2cc(OC)cc(OC)c2)cc1C	1.05	15.6	-1.5	1.1	0.844	5.0	-4.5	-5.2	16.4
CC(=O)c1sc(N/N=C/c2cccc([N+](=O)[O-])c2)nc1C	0.906	15.0	2.5	-10.7	0.85	17.9	0.4	9.4	2.9
COc1ccc(NS(=O)(=O)c2cc(-c3nnnn3C)ccc2OC)cc1	0.967	-8.9	0.5	1.7	1.09	-6.0	-2.0	3.3	-9.0
O=C(c1ccncc1)N(Cc1ccco1)Cc1cc2ccccc2[nH]c1=O	0.922	12.0	-2.7	-3.1	0.88	-5.8	1.8	7.8	4.5
COc1ccc(-n2c(C)cc(C(=O)CN3C(=O)c4ccccc4C3=O)c2C)cc1	0.923	13.0	-1.9	-1.6	0.87	-7.3	1.1	7.7	-12.5
CCN1C(=O)C(O)(CC(=O)c2cc(C)ccc2C)c2ccccc21 (stereo not given)	0.998	-1.2	4.0	1.0	1.01	0.8	0.5	0.2	-12.2
Nc1cc(C(=O)OCC(=O)c2ccc(CC(=O)N3CCOCC3)s2)ccc1Cl	1.03	10.5	6.6	-32.2	0.895	6.4	2.5	-2.9	9.1
COc1ccc(C(=O)NCC(=O)N2CCN(c3ccc(F)cc3)CC2)cc1	1.06	-1.6	-0.5	0.1	1.02	-2.4	0.0	-6.2	13.3

Bioassay records: PubChem, Sanford-Burnham Center for Chemical Genomics
